Screening data (PubChem)
Ba/F3 V617F tox: reduced viability of JAK2V617F-dependent Ba/F3 cells, primary screen, JAK2V617F inhibitor project, cell-based, Ba/F3 EpoR-JAK2V617F, luminescence; inhibition, % at 5.6 µM; AID 1446, 2008; ATP luminescence; 1.1% of 220,000 active;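 active = inhibition above the campaign mean plus 3 SD over all tested compounds, cut at about 24% in these data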;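 also: cytokine-independent growth of Ba/F3 cells driven by EpoR plus mutant JAK2; 0% = DMSO-treated cells and 100% = JAK inhibitor I control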
TbHK1 inh: Trypanosoma brucei hexokinase 1 inhibitors, primary screen, biochemical, G6PDH-coupled NADH absorbance, MLSCN library; hexokinase 1 [Trypanosoma brucei]; recombinant TbHK1, G6PDH-coupled NADH A340; inhibition, % at 10 µM; 0.11% of 220,000 active; AID 1430, 2008;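 active = inhibition of 50% or more in the single-dose primary screen; inactive = inhibition below 50%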
p47phox inh: p47phox/p22phox peptide binding inhibitors, primary screen, biochemical, uHTS, NADPH oxidase regulatory subunit; inhibition, % at 24.7 µM; Neutrophil cytosol factor 1 (Homo sapiens), P14598; fluorescence polarization, 2 h; 0.53% of 220,000 active; AID 1274, 2008;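 active = inhibition above about 30%, limit read from the data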;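 also: 0% = p47phox with labelled peptide and 100% = labelled peptide alone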
Target sequence (P14598 whole entry, looked up): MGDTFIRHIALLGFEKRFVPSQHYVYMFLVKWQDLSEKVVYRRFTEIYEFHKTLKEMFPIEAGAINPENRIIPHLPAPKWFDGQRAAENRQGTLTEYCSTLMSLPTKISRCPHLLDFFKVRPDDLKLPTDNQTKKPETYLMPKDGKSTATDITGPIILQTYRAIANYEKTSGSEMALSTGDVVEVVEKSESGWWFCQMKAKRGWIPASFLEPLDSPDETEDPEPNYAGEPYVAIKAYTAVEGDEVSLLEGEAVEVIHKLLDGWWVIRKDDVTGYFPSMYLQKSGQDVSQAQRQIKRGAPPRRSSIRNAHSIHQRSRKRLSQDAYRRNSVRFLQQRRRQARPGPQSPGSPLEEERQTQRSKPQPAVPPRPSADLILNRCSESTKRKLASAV
EP2 antag: human EP2 receptor antagonists, primary screen, TR-FRET cAMP, C6 glioma cells | Prostaglandin E2 receptor EP2 subtype (Homo sapiens), P43116 | C6 glioma cells expressing human EP2; cells stimulated with saturating PGE2 | inhibition, % at 25 µM | 0.52% of 260,000 active | AID 1422, 2008;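 active = percent inhibition above 40 after rounding to a whole number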;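 also: rat C6 glioma host cells with rolipram phosphodiesterase inhibitor present; the protocol text gives 20 µM as final concentration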
Target sequence (P43116 whole entry, looked up): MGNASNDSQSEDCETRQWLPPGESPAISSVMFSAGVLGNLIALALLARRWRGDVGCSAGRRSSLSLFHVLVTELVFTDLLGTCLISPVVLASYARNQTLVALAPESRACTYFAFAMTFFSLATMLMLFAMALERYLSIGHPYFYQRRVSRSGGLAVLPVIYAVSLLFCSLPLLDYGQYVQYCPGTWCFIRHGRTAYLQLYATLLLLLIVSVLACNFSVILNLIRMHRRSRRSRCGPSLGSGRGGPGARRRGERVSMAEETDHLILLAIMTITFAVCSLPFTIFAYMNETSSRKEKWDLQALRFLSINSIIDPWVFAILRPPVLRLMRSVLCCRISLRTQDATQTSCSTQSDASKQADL
Furin inhibitor: human furin inhibitors, primary screen, biochemical, fluorescence intensity; inhibition, % at 30 µM; purified furin, fluorogenic substrate cleavage; 0.061% of 220,000 active; P09958; in the data active = inhibition above about 25%; also: inactives centre near -15
p97 inhibitor: inhibitors of human p97 ATPase, primary screen, biochemical; Transitional endoplasmic reticulum ATPase (Homo sapiens), P55072; recombinant p97 ATPase, Kinase-Glo ATP luminescence, 3 h; inhibition, % at 8 µM; 0.42% of 220,000 active; AID 1481, 2009; in the data active = inhibition above about 15%;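 also: 0% = DMSO vehicle and 100% = wells lacking enzyme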
RBBP9 inh: human RBBP9 inhibitors, primary screen, biochemical, fluorescence polarization, FP-Rh probe, HTS | Serine hydrolase RBBP9 (Homo sapiens), O75884 | recombinant RBBP9 | inhibition, % at 7.94 µM | 0.2% of 220,000 active | AID 1515, 2009;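 active = inhibition above the campaign mean of all tested compounds plus 3 SD, cut at about 14% in these data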;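 also: plate controls were DMSO wells with RBBP9 for no effect and wells lacking RBBP9 protein for full effect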
Target sequence (O75884 whole entry, looked up): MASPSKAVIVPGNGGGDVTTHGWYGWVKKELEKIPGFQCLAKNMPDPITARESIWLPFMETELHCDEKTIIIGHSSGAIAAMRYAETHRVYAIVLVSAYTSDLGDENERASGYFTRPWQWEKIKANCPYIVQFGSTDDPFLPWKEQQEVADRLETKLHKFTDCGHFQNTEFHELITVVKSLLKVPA
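Test system – recombinant human RBBP9 · Input – RBBP9 2.5 µM in dispensing solution, pre-mixing · Medium – Tris buffer pH 8.0, NaCl, Pluronic · Schedule – preincubation 30 min plus labeling 45 min at 25 °C · Measured by – fluorescence polarization · Measure – % inhibition · Controls – DMSO and no-protein wells · Replicates – one well per compound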
BaF3 tox: parental Ba/F3 cell viability inhibition, counter-screen for JAK2V617F inhibitor project, murine pro-B, CellTiter-Glo luminescence. AID 1486, 2009. 1.1% of 220,000 active. CellTiter-Glo ATP luminescence. inhibition, % at 5.6 µM;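 active = inhibition above a per-campaign cutoff, the mean inhibition of all tested compounds plus 3 SD, cut at about 27% in these data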;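 also: 0% = DMSO wells and 100% = JAK Inhibitor I control wells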
PPC-1+TRAIL kill: compounds killing PPC-1 cancer cells with TRAIL present, primary screen, TRAIL potentiator project, ATPLite luminescence, uHTS; AID 1443, 2008; PPC-1 cells + TRAIL, ATPLite viability luminescence; 0.41% of 220,000 active; cell killing (% activity), % at 4 µM;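 active = cell killing above 50% in the first pass at 4 µM, then a duplicate retest at 5 µM averaging 50% or more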;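 also: plate controls were cells with TRAIL plus DMSO for no effect and medium-only wells lacking cells for full effect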
* hit, by the source's call; . = not tested or not shown; [ ] = another dose, or the depositor's remark. A portion of the library; rates above refer to the full screens.

Results follow in this order: Ba/F3 V617F tox	TbHK1 inh	p47phox inh	EP2 antag	Furin inhibitor	p97 inhibitor	RBBP9 inh	BaF3 tox	PPC-1+TRAIL kill
- CCOC(=O)N1CCN(c2c(NCCCN(CC)c3cccc(C)c3)c(=O)c2=O)CC1
  -7	-1	-10	7	-15	5	-2	0	19
- Cc1cc(Nc2nn(C)c(N)c2C#N)ccc1F
  3	-8	-2	1	-20	0	2	2	8
- COc1ccccc1N(C)S(=O)(=O)c1ccc(C(=O)NC2=NCCS2)cc1
  0	0	-9	29	-15[20 µM]	-2	-6	0	-5
- Cc1cc2c(cc1C)/C(=N/NC(=O)c1ccccn1)CCC2
  -3	-33	4	8	-15	4	-4	0	-6
- CCOc1ccc2[nH]c(=O)c(CN(CCN3CCCC3)C(=S)Nc3ccccc3OC)cc2c1
  -2	-9	-12	7	-13	4	-9	7	20
- O=C(NCc1ccc2c(c1)OCO2)C(=S)N1CCOCC1
  0	-3	-12	4	-14	-1	-3	-1	8
- CCOC(=O)c1ccc(CSc2n[nH]c(C)n2)o1
  0	6	9	4	-31	3	-6	2	10
- CCn1cc(S(=O)(=O)CC(=O)Nc2ccc(OC)cc2)c2ccccc21
  0	3	-8	9	-23	2	3	9	-3
- C/C(CC(=O)NCc1ccc(Cl)cc1)=N\NC(=O)Cc1ccccc1
  0	-2	-8	6	-3	2	2	4	16
- C/C(=N\NC(=O)c1sccc1-n1cccc1)c1cccs1
  2	-10	-10	2	-26	4	-6	9	-33
- CC(CN1CCOCC1)OC(=O)COc1ccc(F)cc1 (stereo not given)
  2	-2	2	10	-23	5	-5	5	-1
- O=[N+]([O-])c1ccc(C(=S)N2CCC(Cc3ccccc3)CC2)cc1
  1	5	-10	7	-13	4	-5	7	13
- Cc1onc(-c2ccccc2Cl)c1C(=O)Oc1cc(N)n(S(=O)(=O)c2ccc(F)cc2)n1
  -5	-4	-14	19	-12	3	-3	-2	-16
- C#CCN1C(=O)C(O)(CC(=O)c2ccc(OC)c(OC)c2)c2ccccc21 (stereo not given)
  -5	-4	-16	5	-13[20 µM]	1	-15	3	-18
- CCOC(=O)C1CCCN(c2c(N3CCN(C)CC3)c(=O)c2=O)C1 (stereo not given)
  -1	-12	7	12	-29	1	5	8	2
- COc1ccc(-c2noc(CSc3nnc(Cc4ccccc4)n3-c3cccc(C)c3)n2)cc1OC
  3	-3	6	-2	-17[20 µM]	-10	-7	5	-2
- CCCC(=O)c1ccc(N2CCCCC2)c(F)c1
  1	-1	-5	1	-19	0	6	10	8
- Oc1ccc(Nc2nc(NCC3CCCO3)c3ccccc3n2)cc1 (stereo not given)
  -2	-9	-9	5	-17	7	-9	3	4
- CC1(C)N=C(SCC(=O)Nc2ccc(Cl)cc2Cl)C(c2ccccc2)=N1
  4	0	-15	11	-19[20 µM]	-6	7	8	-12
- CCCCN1C(=O)/C(=C/C=C2/C=Cc3ccccc3N2CC)SC1=S
  1	-11	4	6	-20	6	3	9	13
- CSc1ncccc1C(=O)Nc1nc2ccc(F)cc2s1
  3	-15	-19	12	-32	2	-9	6	12
- Nc1nnc(SCc2cc3c(cc2Cl)OCO3)s1
  0	1	-17	10	-9[20 µM]	-2	-6	4	8
- COc1cc(/C=C(/C#N)C(=O)Nc2ccc(C)cc2)ccc1Oc1nc(Cl)ncc1F
  -2	-19	8	8	-23	8	-8	4	14
- COc1ccc(CCNC(=O)CN(c2cc([N+](=O)[O-])ccc2OC)S(C)(=O)=O)cc1OC
  -1	-4	-4	1	-13	2	-10	3	8
- O=C(/C=C/c1ccco1)N1CCc2ccccc21
  1	-29	-2	5	-19	-11	-13	3	36
- COc1cc(/C=N/NS(=O)(=O)c2ccccc2)ccc1OS(=O)(=O)c1ccc(C)cc1
  -7	-12	-14	7	-25	1	-6	-2	2
- COc1ccc(OCC(=O)NC(=S)Nc2ccc(S(=O)(=O)Nc3cc(OC)nc(OC)n3)cc2)cc1
  -1	2	-12	64*	-9	2	2	5	-16
- CN1CCc2c(sc(NC(=O)c3ccc(S(=O)(=O)N4CCc5ccccc54)cc3)c2C(N)=O)C1
  0	-20	-34	5	-8	15*	-7	3	-10
- Cc1ccc(S(=O)(=O)Nc2cc(-c3ccccc3)nn2C)cc1Cl
  -2	-16	-2	-1	-6	4	8	2	1
- Cc1ccc(C(=O)N[C@H](C(=O)OCC(=O)Nc2cccc(S(N)(=O)=O)c2)C(C)C)cc1
  1	6	-5	15	-11	-6	-6	0	0
- CC(=O)c1ccc(NC(=O)C2(S(=O)(=O)c3ccccc3)CC2)cc1
  0	0	-3	5	-15	2	-8	5	14
- CC1CCCN(c2ncnc3c2cnn3-c2ccc(Cl)cc2)C1 (stereo not given)
  .	-1	-9	10	-36	.	.	.	79*[5 µM]
- COc1ccc(-c2nnc3ccc(SCC(=O)NCC4CCCO4)nn23)cc1 (stereo not given)
  4	4	8	5	5	0	-8	5	0
- c1ccc(-c2cc(-c3nnc4n3N=C(c3ccc5ccccc5c3)CS4)[nH]n2)cc1
  -1	-9	45*	5	-10[20 µM]	1	-18	3	8
- Cn1c(C(O)c2ccc(Br)cc2)nc(Cl)c1Cl (stereo not given)
  2	11	-9	3	-16	-4	-3	-4	-8
- O=C(O)c1c[nH]c2ccc(S(=O)(=O)N3CCOCC3)cc12
  8	-5	-16	11	-5	-1	-1	6	6
- COC(=O)c1cc(S(=O)(=O)N2CCC(C)CC2)ccc1F
  0	-1	-8	16	-15[20 µM]	-1	-7	7	8
- Cn1cc(CN2CCC(C(O)c3cccs3)CC2)c(-c2cccc(Cl)c2)n1 (stereo not given)
  -1	-1	-1	15	-11	-2	-6	7	21
- CC1(C)CC(=O)C=C(NCC2CCCO2)C1 (stereo not given)
  2	3	-2	8	-22	2	2	3	18
- c1ccc(-c2nc(NCCCN3CCOCC3)c3ccccc3n2)cc1
  1	-11	-8	14	-16[20 µM]	3	-11	5	-13

An excerpt of these results, field by field.
molecule: CC1(C)CC(=O)C=C(NCC2CCCO2)C1 (stereo not given)
  Ba/F3 V617F tox = 2
  TbHK1 inh = 3
  p47phox inh = -2
  EP2 antag = 8
  Furin inhibitor = -22
  p97 inhibitor = 2
  RBBP9 inh = 2
  BaF3 tox = 3
  PPC-1+TRAIL kill = 18
molecule: COC(=O)c1cc(S(=O)(=O)N2CCC(C)CC2)ccc1F
  Ba/F3 V617F tox = 0
  TbHK1 inh = -1
  p47phox inh = -8
  EP2 antag = 16
  Furin inhibitor = -15[20 µM]
  p97 inhibitor = -1
  RBBP9 inh = -7
  BaF3 tox = 7
  PPC-1+TRAIL kill = 8

The listing continues.
Results follow in this order: Ba/F3 V617F tox	TbHK1 inh	p47phox inh	EP2 antag	Furin inhibitor	p97 inhibitor	RBBP9 inh	BaF3 tox	PPC-1+TRAIL kill
- Cc1ccc(NCN2C(=O)C(=O)c3ccccc32)nc1
  4	-2	-3	2	-10	-1	-14	5	26
- COc1ccc(-c2nnn(CC(=O)N(CCCO)C(C(=O)NC3CCCC3)c3ccc(F)cc3)n2)cc1 (stereo not given)
  0	-19	-10	29	-25	0	-11	5	-9
- Cc1ccc(S(=O)(=O)N2CCN(c3ccnc4cc(Cl)ccc34)CC2)cc1C
  -1	-8	-15	14	-10	-3	-14	6	10
- O=C(Oc1ccccc1)c1c(Cl)cccc1P(=O)(O)O
  -2	8	-4	11	-3	6	-4	-1	1
- O=C(O)CCC(=O)c1cccc2ccccc12
  2	-6	-12	8	-18	-1	-7	4	-16
- O=C(C1CCC(CNc2c(N3CCCCC3)c(=O)c2=O)CC1)N1CCCC1 (stereo not given)
  -1	-13	5	6	-14	4	0	-4	-4
- CNC(=O)c1ccc(Nc2nnc(C)c3ccccc23)cc1
  0	-32	-6	17	-12[20 µM]	-3	-4	1	8
- CCc1c(O)nc(SCC(=O)Nc2nc3ccccc3s2)n(C2CCCCC2)c1=O
  -1	-12	-33	10	-31	4	1	4	5
- CCOc1ccccc1OCCOCCN1CC(C)OC(C)C1 (stereo not given)
  -4	0	-7	8	-18[20 µM]	1	4	-1	-21
- Cc1[nH]n(-c2ccc([N+](=O)[O-])cc2)c(=O)c1C=NCCc1ccc(S(N)(=O)=O)cc1
  6	-6	-5	4	-17	-7	2	12	33
- COC(=O)c1cnc(NNC(=O)c2ccc([N+](=O)[O-])cc2)nc1C(F)(F)F
  -2	-21	12	7	-18	1	3	2	20
- Cc1ccc(N(Cc2ccc(C(=O)Nc3c(C)n(C)n(-c4ccccc4)c3=O)cc2)S(C)(=O)=O)cc1C
  2	-2	-1	5	-21	2	-2	7	22
- c1ccc2c(CCNc3ncnc4nc[nH]c34)c[nH]c2c1
  2	-9	-7	20	-25	4	-4	7	9
- O=C(CN1CCN(Cc2ccccc2Cl)C1=O)N1CCCCCC1
  0	-5	-4	11	-10[20 µM]	-2	-5	2	-2
- CCNC(=S)Nc1ccc(Cl)c([N+](=O)[O-])c1
  -3	-6	-6	5	-22	1	-11	1	1
- Cc1cccc(Oc2ncnc3onc(C)c23)c1C
  3	0	5	8	-18[20 µM]	-5	-11	2	9
- CCN1CCN(c2nc3ccccc3nc2C(C#N)C(=O)OC2CCCCC2)CC1 (stereo not given)
  1	0	-2	1	0	-4	-7	5	1
- NC(=O)c1ccc(/C(N)=N/S(=O)(=O)c2cc(C(F)(F)F)cc(C(F)(F)F)c2)cc1
  -4	-4	-8	1	-22	5	-4	0	-4
- O=C(NCC(=O)N(c1cccnc1)C(C(=O)NCc1ccco1)c1ccccc1)c1ccco1 (stereo not given)
  -3	-3	-1	8	-19	4	-6	-2	21
- O=C(CSc1nnc(COc2ccccc2Cl)o1)NC(=O)NC1CCCC1
  0	1	-9	13	-10	-3	-5	2	-1
